Screening results as filed in PubChem BioAssay.
Myeloid diff 2 = myeloid differentiation induction. calls only at 10 µM. AID 624256. actives 1% (n = 360,000). ER-HoxA9 myeloid progenitors, lysozyme-GFP differentiation, flow cytometry;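 active = normalized GFP-positive differentiation at or above the plate's own cutoff, the solvent-only control mean plus 3 SD; inconclusive = no clear call, values can overlap the other calls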;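 note: cells exposed to compound for four days before flow analysis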
UTI89 phage lysis = inhibition of K1F phage lysis, E. coli UTI89, bacterial capsule biogenesis inhibitors, alamar blue (AID 488966); E. coli UTI89 K1F phage lysis, alamar blue, 2 h; higher % means a stronger effect; inhibition, % at 100 µM; hits with a dose series show IC50 in µM; actives 0.02% (n = 340,000);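 active = phage lysis inhibition, versus mean bacterial control, above a set limit; inconclusive = no clear call, values can overlap the other calls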;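 note: capsule biogenesis inhibitors block K1F phage lysis so surviving cells raise fluorescence; higher fluorescence means more inhibition of phage lysis; actives were called in the ten point dose series up to 300 µM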
Myeloid diff 2 GFP+ MAC1+ % = second read-out of Myeloid diff 2, no call of its own (marks repeat the call); GFP+ MAC1+ double positive, %; measured here: differentiation confirmed by MAC1 staining
Active calls of the source: *; i = inactive; ? = inconclusive; nt = no result given; + = active, no number; [ ] = dose if it differs, or a comment.

SMILES	Myeloid diff 2	Myeloid diff 2 GFP+ MAC1+ %	UTI89 phage lysis
OC(COc1ccccc1)CN1CCN(c2cccc(Cl)c2)CC1 (stereo unspecified)	?	nt	-1.3%
COc1ccc(NC(=O)CN(C)C(=O)c2cccc3ccccc23)cc1	i	0.6	0.3%[50 µM]
O=S(=O)(Nc1ccccn1)c1cc(Cl)ccc1Cl	i	1.9	0.2%
Cc1ccn2c(=O)nc(SCC(=O)NCc3ccccc3)nc2c1	i	0.6	2.0%[50 µM]
CCCN(Cc1nnc(-c2cccs2)o1)C(=O)CN1C(=O)NC2(CCCCC2)C1=O	i	0.5	1.3%[50 µM]
CCN1C(=O)[C@H]2[C@H]3CN=C(SCc4ccc(C)cc4)N3[C@@](C)(C(=O)OC)[C@H]2C1=O	i	0.4	0.1%
COCCn1c(SCC(=O)NC(=O)Cc2ccccc2)nc2ccccc2c1=O	i	1.2	-0.4%
CN1CCC(OC(c2ccccc2)c2ccc(Cl)cc2)C1 (stereo unspecified)	i	0.4	1.4%
Cc1c(NC(=O)c2cccc(NC(=O)COc3ccccc3C#N)c2)c(=O)n(-c2ccccc2)n1C	i	0.6	0.1%[50 µM]
CC(=O)c1ccc(NC(=O)CSc2nc(C3CC3)nc3ccccc23)cc1	i	0.3	0.1%
O=C(CN1C(=O)NC2(CCCCCC2)C1=O)c1ccc(F)cc1	i	1.4	1.0%[50 µM]
COCC(=O)N[C@@H]1c2ccccc2CC[C@@H]1OCc1ccccc1	i	0.5	0.2%
O=[N+]([O-])c1ccc(N2CCOCC2)cc1	i	0.4	-4.0%
Cc1ccc(N2CC(C(=O)N3CCC(c4nc5ccccc5[nH]4)CC3)CC2=O)cc1C (stereo unspecified)	i	0.6	-0.1%[50 µM]
COC(=O)c1c(C)[nH]c(C(=O)C(C)OC(=O)C2CC(=O)N(c3ccc(C)cc3)C2)c1C (stereo unspecified)	i	1.4	0.8%[50 µM]
O=C(COC(=O)c1ccc(O)cc1)NCCc1c[nH]c2ccccc12	i	1.0	1.1%[50 µM]
O=[N+]([O-])c1ccc(COc2ccc(CN3CCCCC3)cc2)cc1	i	0.1	0.0%
O=C(COC(=O)c1ccc([N+](=O)[O-])cc1Cl)Nc1cccnc1Cl	i	0.2	0.3%[50 µM]
Cc1ccc(S(=O)(=O)N2CCCCC2)cc1NC(=O)C1CC1	i	0.7	0.5%[50 µM]
CCN1C[C@@H]2[C@@H]3C(=O)N(Cc4ccccc4)C(=O)[C@@H]3[C@](C)(C1=O)N2C(=O)c1ccc(Br)cc1	i	2.3	3.0%
O=c1[nH]c(N2CCOCC2)cc2ccccc12	i	2.4	-2.2%
Cc1ccc(S(=O)(=O)N2CCOCC2)cc1C(=O)NC(C)CCc1ccccc1 (stereo unspecified)	i	1.5	0.5%[50 µM]
NC(=O)C1CCN(c2nc(-c3ccc(F)cc3)cs2)CC1	+	7.2*	0.8%
Oc1ccc[n+](CC(O)c2ccccc2)c1 (stereo unspecified)	i	0.7	-0.2%
CN(C)c1nc(N)c2nccnc2n1	i	0.4	1.1%

In the list so far, these contain fluorine:
SMILES	Myeloid diff 2	Myeloid diff 2 GFP+ MAC1+ %	UTI89 phage lysis
O=C(CN1C(=O)NC2(CCCCCC2)C1=O)c1ccc(F)cc1	i	1.4	1.0%[50 µM]
NC(=O)C1CCN(c2nc(-c3ccc(F)cc3)cs2)CC1	+	7.2*	0.8%

Record cards (already shown). Screens in order: Myeloid diff 2	Myeloid diff 2 GFP+ MAC1+ %	UTI89 phage lysis
Record of O=C(COC(=O)c1ccc([N+](=O)[O-])cc1Cl)Nc1cccnc1Cl → i	0.2	0.3%[50 µM]
Record of CCCN(Cc1nnc(-c2cccs2)o1)C(=O)CN1C(=O)NC2(CCCCC2)C1=O → i	0.5	1.3%[50 µM]
Record of OC(COc1ccccc1)CN1CCN(c2cccc(Cl)c2)CC1 (stereo unspecified) → ?	nt	-1.3%
Record of Oc1ccc[n+](CC(O)c2ccccc2)c1 (stereo unspecified) → i	0.7	-0.2%
Record of CC(=O)c1ccc(NC(=O)CSc2nc(C3CC3)nc3ccccc23)cc1 → i	0.3	0.1%

(cont.)
SMILES	Myeloid diff 2	Myeloid diff 2 GFP+ MAC1+ %	UTI89 phage lysis
O=S(=O)(NC1=NCCC1)c1cccc(NS(=O)(=O)c2ccc(F)c(Cl)c2)c1	i	1.4	0.7%[50 µM]
Cc1noc(C)c1COc1ccc(C(=O)N2CCC(C(N)=O)CC2)cc1	i	0.5	1.7%[50 µM]
O=C(CCSc1nc2ccccc2o1)Nc1ccccc1	i	0.2	1.0%
NC(=O)CC[C@H](NC(=O)c1ccc(F)cc1)C(=O)N1CCN(Cc2ccc3c(c2)OCO3)CC1	i	1.5	1.4%
CC(C)[C@H]1COCCS(=O)(=O)N1Cc1ccccc1F	i	1.8	3.0%
O=C(NCCC(=O)N(Cc1ccco1)Cc1cccs1)c1ccc([N+](=O)[O-])cc1	i	0.9	0.0%[50 µM]
Cc1ccccc1OCC(=O)N(Cc1nnc(-c2ccc(Cl)cc2)o1)C(C)C	i	0.4	-0.5%[50 µM]
CC(C)[C@H](NS(=O)(=O)c1ccccc1)C(=O)OCC(=O)NCc1ccc2c(c1)OCO2	i	0.5	3.1%
Cc1c(C(=O)NCc2ccco2)oc2ccc(Br)cc12	i	0.4	0.9%[50 µM]
CCCOc1c(Br)cc(C(=O)OCC(=O)NC2CC2)cc1OC	i	0.3	0.9%[50 µM]
O=C(Cn1cnc2c(NC(=O)OCc3ccccc3)ncnc21)NCCN1CCOCC1	i	0.6	-0.1%
c1cncc(CNc2ncnc3ccc(-c4ccoc4)cc23)c1	i	0.6	-0.8%
O=C1[C@H]2CC3C=CC2(O3)[C@@H]2OCCCN12 (stereo partly specified)	i	0.9	0.2%
COc1ccc2oc(C(=O)OCC(=O)NCc3ccco3)c(C)c2c1	i	0.7	1.2%[50 µM]
Cc1cc(N=Nc2ccccc2)cc(C)c1NC(=O)C(F)(F)F	i	1.0	-0.5%
CCCCCc1ccnc(CC(=O)c2ccc(OC)cc2)c1	i	1.5	-3.9%
Cc1ccc(-n2c(=O)c3sccc3n(CC(=O)NCC3CCCO3)c2=O)cc1F (stereo unspecified)	i	0.4	0.0%
O=C(COC(=O)c1cnc(Cl)c(Cl)c1)NC1CC1	i	1.7	-2.4%
C[C@H]1CN([C@@H](C)CO)C(=O)Cc2cc(NC(=O)CCC(F)(F)F)ccc2O[C@H]1CN(C)Cc1ccc(-c2ccccc2)cc1	i	2.1	5.7%
Cc1cc(C(=O)OCC(=O)NC2CCCC(C)C2C)c(C)o1 (stereo unspecified)	i	0.4	0.5%[50 µM]
O=S(=O)(c1ccc(F)cc1)N1CCN(CC(O)COCC2CCCO2)CC1 (stereo unspecified)	i	0.4	0.2%[50 µM]
CNC(=S)N/N=C/c1ccc(C(C)C)cc1	i	0.3	0.0%
CC(C)(C)S(=O)(=O)N1Cc2cc(CO)cc(CCO)c2[C@@H]1CCO	i	1.1	0.0%
CC(OC(=O)Cc1c[nH]c2ccccc12)C(=O)Nc1ccccc1F (stereo unspecified)	i	0.6	1.0%[50 µM]
O=[N+]([O-])c1ccccc1C(O)Cc1ccccn1 (stereo unspecified)	i	0.9	-0.9%
(next part)
SMILES	Myeloid diff 2	Myeloid diff 2 GFP+ MAC1+ %	UTI89 phage lysis
CCn1cc(C(=O)NCCC(=O)NCCCO)c(=O)c2cc3c(cc21)OCO3	i	0.3	0.1%
CCCCN(CCCC)c1nn[nH]n1	i	0.6	-1.6%
Cc1ccc(S(=O)(=O)N(C)CC(=O)NNC(=O)CCNS(=O)(=O)c2cccc(C)c2)cc1	i	0.7	-0.1%
Cc1ccc2c(c1)CCCN2C(=O)c1cc(C)c(C)s1	i	0.9	0.9%[50 µM]
O=C(Nc1cc2c(cc1Br)OCCO2)c1ccc(=O)[nH]c1	i	0.4	1.4%[50 µM]
CC(C)CN(C(=O)COC(=O)c1ccc(Cl)nc1)c1c(N)n(Cc2ccccc2)c(=O)[nH]c1=O	i	1.3	-1.4%
CC1CC(C)(C)NC2(CCCC2)N1 (stereo unspecified)	i	0.7	-0.7%
CC1(c2ccccc2)CC(c2ccccc2)=C(C#N)C(=O)N1 (stereo unspecified)	i	1.4	1.8%
COC(=O)[C@]1(CC(C)C)N[C@H](c2ccc(-c3cccc(Cl)c3)cc2)[C@@H]2C(=O)N(C)C(=O)[C@@H]21	i	0.7	-0.6%
Cc1ccccc1OCCC(=O)N1CCN(S(=O)(=O)c2ccc(Cl)cc2)CC1	i	1.2	0.1%[50 µM]
O=C(OCC(=O)C12CC3CC(CC(C3)C1)C2)c1ccccc1O	i	1.1	-1.5%
C[C@]12C(=O)N(c3ccc(F)cc3)C(=O)N1[C@H]1c3ccccc3OC[C@@H]1[C@H]2c1ccccc1	i	0.7	4.2%
O=C(NCc1nc2ccccc2[nH]1)C1=C[C@H](c2coc3ccccc3c2=O)C[C@H](OCCCCO)O1	i	2.0	-1.2%
Cc1ccc(OC(=O)CCC(=O)Nc2ccc(C(N)=O)cc2)cc1	i	0.6	0.4%
C[C@@H]1COC(=O)[C@@H](CC(=O)OC(C)(C)C)C/C=C\C[C@@H](CC(=O)NCCO)C(=O)N1	i	2.2	0.1%
COc1cc(C2(c3ccc(O)c(OC)c3)C(=O)N(C)c3ccc(Br)cc32)ccc1O	i	0.7	-0.7%
Cc1cc(NC(=O)CSCC(=O)NCc2cccc(C(F)(F)F)c2)no1	i	0.8	4.0%[50 µM]
Cn1c(N)c(C(=O)COC(=O)CC(NC(N)=O)c2ccc(Cl)cc2)c(=O)n(C)c1=O (stereo unspecified)	i	0.4	1.4%[50 µM]
Nc1nc2n[nH]nc2c(=O)[nH]1	i	2.6	5.4%
CC(=O)Nc1cccc(C(=O)OCC(=O)NC(=O)c2ccccc2)c1	i	1.2	1.2%[50 µM]
COc1cc(C)c(C)cc1S(=O)(=O)n1c(C)nc2ccccc21	i	0.2	0.0%
CCOC(=O)Nc1ccc(OC(=O)Oc2ccc(NC(=O)OCC)cc2)cc1	i	1.8	1.5%
COC(=O)[C@]1(C)N[C@H](CN(C)C(=O)c2ccccc2)[C@@H]2C(=O)N(C)C(=O)[C@@H]21	i	0.6	0.1%
CCNc1nc(NC(C)C)nc(NS(=O)(=O)c2ccc(C)cc2)n1	i	1.0	-1.9%
CN=C1N(C)C[C@@H]2[C@@H]3C(=O)N(Cc4ccccc4)C(=O)[C@@H]3[C@](Cc3ccccc3)(C(=O)OC)N12	i	0.7	0.3%
Next structures follow.
SMILES	Myeloid diff 2	Myeloid diff 2 GFP+ MAC1+ %	UTI89 phage lysis
Cc1ccc(N=C2SCCCN2C(=O)C2=COCCO2)cc1Cl	i	0.2	-1.6%
O=C(c1cc(=O)[nH]c2ccccc12)N1CCN(S(=O)(=O)c2ccc(Cl)cc2)CC1	i	0.3	0.2%[50 µM]
COc1cccc(CC(=O)OCC(=O)NCc2ccc3c(c2)OCO3)c1	i	1.6	1.4%
O=C(Nc1cc(C(F)(F)F)ccc1-n1cncn1)c1ccc(F)cc1Cl	i	0.3	-0.3%[50 µM]
O=S(=O)(NN=Cc1ccc(O)cc1O)c1cc(Cl)c(Cl)cc1Cl	i	0.4	0.7%
CCOc1ccc(S(=O)(=O)NCCC(=O)NC2CCC(C)CC2)cc1 (stereo unspecified)	i	0.4	-1.4%
COc1ccc([C@H]2CC(=O)C=C(c3cc4ccccc4c4ccccc34)C2)cc1	i	1.2	0.2%
O=C(NC1CCN(Cc2ccccc2)CC1)c1cccc(S(=O)(=O)Nc2ccc(Br)cc2)c1	i	0.7	-0.3%[50 µM]
Cc1ccccc1Nc1nc(N)nc(COC(=O)CCS(=O)(=O)c2ccc(Cl)cc2)n1	i	0.4	0.5%[50 µM]
O=C(Cn1ccc(NC(=O)OCc2ccccc2)nc1=O)NCC1CCCO1 (stereo unspecified)	i	1.2	1.1%
Cc1ccc(S(=O)(=O)N(C)C)cc1NC(=O)CN1C(=O)NC(Cc2ccccc2)C1=O (stereo unspecified)	i	0.7	1.9%[50 µM]
COc1ccc([C@@H]2COc3c(ccc4c3C=CC(C)(C)O4)C2)c(OC)c1	i	12	-0.7%
Cc1ccc(-c2nc(SC(C)C(=O)N3CCCC3)n[nH]2)cc1 (stereo unspecified)	i	0.1	-1.1%
CC(OC(=O)C1=COCCO1)C(=O)Nc1ccc(Cl)cn1 (stereo unspecified)	i	1.3	0.7%[50 µM]
COc1ccc(-c2oc3ccc(-c4cc(OC)c(OC)c(OC)c4)cc3c2C#Cc2ccccn2)cc1	?	nt	2.5%
Cc1ccc(S(=O)(=O)N2CCCN(C)c3nc4ccccc4nc32)cc1	+	10*	-0.2%[50 µM]
CC(C)(C)[C@@H]1CCC(=O)N(CC[C@H](Sc2ccc(Br)cc2)c2ccccc2)CC1	i	1.6	4.4%
CC1(C)CC2CC(C)(CN2S(=O)(=O)c2ccccc2[N+](=O)[O-])C1 (stereo unspecified)	i	0.3	-0.3%[50 µM]
COCCN(C(=O)COC(=O)/C=C/c1ccccc1Cl)c1c(N)n(Cc2ccccc2)c(=O)[nH]c1=O	i	1.3	0.4%[50 µM]
C=CCOC(=O)C1=C[C@@H](c2csc3ccccc23)C[C@@H](OCCCCO)O1	i	3.2	-1.0%
CCC(C)C1(C2CCCC2)NC(=O)NC1=O (stereo unspecified)	i	0.6	-2.8%

A stretch taken from the entries so far:
SMILES	Myeloid diff 2	Myeloid diff 2 GFP+ MAC1+ %	UTI89 phage lysis
COc1ccc(-c2oc3ccc(-c4cc(OC)c(OC)c(OC)c4)cc3c2C#Cc2ccccn2)cc1	?	nt	2.5%
Cc1ccc(S(=O)(=O)N2CCCN(C)c3nc4ccccc4nc32)cc1	+	10*	-0.2%[50 µM]
CC(C)(C)[C@@H]1CCC(=O)N(CC[C@H](Sc2ccc(Br)cc2)c2ccccc2)CC1	i	1.6	4.4%

An excerpt (hit frequency here may not be typical).
